KAT2A inh: qHTS Assay for Inhibitors of GCN5L2. Histone acetyltransferase KAT2A (Homo sapiens), Q92830. GCN5L2 HAT assay, ThioGlo1 CoA-SH fluorescence. Potency, µM (series often up to 58.9 µM), for the others: at the highest dose activity change, negative = inhibition, usual class: inhibitors. actives 0.21% (n = 390,000)
Target sequence (Q92830 whole entry, looked up): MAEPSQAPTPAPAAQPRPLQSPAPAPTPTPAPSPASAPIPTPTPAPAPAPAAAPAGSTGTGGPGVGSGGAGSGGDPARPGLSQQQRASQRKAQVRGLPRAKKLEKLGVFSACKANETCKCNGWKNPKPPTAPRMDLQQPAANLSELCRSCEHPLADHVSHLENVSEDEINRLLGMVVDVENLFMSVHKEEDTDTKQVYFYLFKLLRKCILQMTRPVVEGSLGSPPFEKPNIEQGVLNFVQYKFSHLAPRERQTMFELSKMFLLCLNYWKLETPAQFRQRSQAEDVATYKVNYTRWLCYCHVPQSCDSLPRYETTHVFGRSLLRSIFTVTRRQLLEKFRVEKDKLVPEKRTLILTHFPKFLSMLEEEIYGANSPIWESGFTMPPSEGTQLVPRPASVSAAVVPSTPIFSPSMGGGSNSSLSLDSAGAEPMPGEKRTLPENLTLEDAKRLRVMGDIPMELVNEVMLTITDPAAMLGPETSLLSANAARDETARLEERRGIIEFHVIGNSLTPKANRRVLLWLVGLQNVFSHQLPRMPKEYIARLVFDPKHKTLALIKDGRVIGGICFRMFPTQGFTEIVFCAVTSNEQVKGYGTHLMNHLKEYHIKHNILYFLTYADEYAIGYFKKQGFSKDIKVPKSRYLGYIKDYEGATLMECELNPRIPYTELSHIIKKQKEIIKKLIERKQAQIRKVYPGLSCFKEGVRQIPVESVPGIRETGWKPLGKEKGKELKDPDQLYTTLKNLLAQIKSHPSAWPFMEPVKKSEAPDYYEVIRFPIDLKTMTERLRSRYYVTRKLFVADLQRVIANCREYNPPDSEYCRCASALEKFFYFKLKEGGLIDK
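Free CoA generated was detected with ThioGlo1 (50uM) fluorescence at Ex340nm/Em540nm, read immediately and after 20 min at room temperature. Enzyme, 20 nM in HEPES pH 7.5 buffer, saw compounds 15 min before adding 75uM H3(1-25) peptide and 70uM acetyl-CoA.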
N370S GC mod: qHTS Assay for Inhibitors and Activators of N370S glucocerebrosidase as a Potential Chaperone Treatment of Gaucher Disease. N370S GC spleen homogenate, 4MU-glucoside fluorescence. Potency, µM (top dose mostly 59.4 µM), for inactives: at the top dose activity change, negative = inhibition, actives largely listed as inhibitors. actives 0.092% (n = 330,000). AID 2101, 2009;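 also: 0% = full enzyme activity and -100% = no enzyme basal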
FEN1 inh: qHTS Assay for the Inhibitors of Human Flap endonuclease 1 (FEN1); Recombinant FEN1 flap cleavage, fluorescence, 15 min; Potency, µM (titrated, usually from 114 µM), for inactives: at the highest dose activity change, negative = inhibition, hits mostly inhibitors; actives 0.35% (n = 390,000); AID 588795, 2011; also: nearly all actives have a fitted effect of over 65% in size
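Recombinant FEN1 (10 nM) was preincubated with pin-transferred compounds for 15 min at room temperature, then flap DNA substrate (50 nM final) was added. Plates were read at 0 and 15 min, and normalized concentration–response data were fitted to a four-parameter Hill equation.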
* hit, by the source's call; u = inconclusive; x = no result given; & = joins results of further samples; [ ] = dose if it differs, or a comment. Calls follow the shape of the dose curve; as a rule, active = well fitted curve in the direction sought with a large enough effect; inconclusive = small, poorly fitted or top-dose-only effect, or another doubt; inactive = no such curve, though single readings can be large; an effect the other way counts as inactive or inconclusive. Unless noted, % is scaled to controls: 0 for no effect and ±100 for the full control effect; potency is read from the fitted curve at half-maximal effect.

1	CC(C)CC1(C)NC(=O)N(CCN2C(=O)c3ccccc3C2=O)C1=O (stereo not drawn)
2	CS/C(Nc1cc(Cl)ccc1Cl)=C(/C#N)C(=O)c1ccco1
3	COc1cc(C(=O)N[C@H](C(=O)Nc2nnc(C3CC3)s2)C(C)C)cc(OC)c1OC
4	Cc1cc2oc(=O)cc(-c3ccccc3)c2c(C)c1-c1ccc(OC(F)(F)F)cc1
5	O=C(Nc1cccc(F)c1)NC1(C(=O)N2CCC(O)CC2)CCCCC1
6	CN(Cc1nc2ccccc2n1C)S(=O)(=O)c1ccc(Cl)cc1
assay / compound,1,2,3,4,5,6
KAT2A inh,-4.0%,-26.3%,-5.6%,-4.8%&-5.5%,-4.7%,-6.5%
N370S GC mod,-2.8%,-8.0%,8.9%,-2.3%,-0.8%,16.3%
FEN1 inh,0.1%,-17.9%,3.6%,-6.9%,1.2%,6.5%

7	COc1ccc(N=C2SC(C(=O)N3CCN(c4ccc([N+](=O)[O-])cc4)CC3)CC(=O)N2C)cc1 (stereo not drawn)
8	CCOc1ccc(S(=O)(=O)Nc2cccc(C(=O)N3CCN(C(C)=O)CC3)c2)cc1
9	O=C(NC1CCCCCCC1)C1c2ccccc2C(=O)N1Cc1ccco1 (stereo not drawn)
10	CCN(Cc1ccccc1)C(=O)COC(=O)c1cc(S(=O)(=O)Nc2ccccc2OC)ccc1O
11	COc1ccccc1NC(=O)C(C)OC(=O)CC1CCCCC1 (stereo not drawn)
12	COc1ccccc1CNC(=O)c1cc2c(-c3ccc(Cl)cc3)nn(C)c2s1
assay / compound,7,8,9,10,11,12
KAT2A inh,-11.4%,1.1%,u,-10.1%,-3.0%,-7.8%
N370S GC mod,-3.7%,-0.7%,4.0%,x,x,x
FEN1 inh,-2.2%,6.4%,4.7%,4.2%,-7.4%,-0.7%

13	O=C1N(c2ccccc2)C2CS(=O)(=O)CC2N1c1ccc(Cl)c(Cl)c1 (stereo not drawn)
14	O=C1ON=C(c2ccccc2)/C1=C/c1ccc(O)c(O)c1
15	NC(N)=NC(=S)Nc1ccc(Cl)cc1
16	CCOC(=O)N1CCC(NC(=O)C(CC(C)C)NC(=O)C2CCCCC2)CC1 (stereo not drawn)
17	CCN(CCCNC(=O)CCCCn1c(=O)[nH]c2ccccc2c1=O)c1ccccc1
18	COC(=O)Cn1c(-c2ccc(OC)cc2)c(-c2ccc(OC)cc2)nnc1=O
assay / compound,13,14,15,16,17,18
KAT2A inh,-5.6%,12.1%,-4.1%,-5.8%,-0.1%,u
N370S GC mod,u,0.6%,-17.4%,0.7%,0.5%,-13.1%
FEN1 inh,-16.2%,u,-5.3%,2.4%,-9.2%,5.7%

19	COC(=O)C1=C(C)NC(C)=C(C(=O)OCCSc2ccccc2)[C@@H]1C
20	CCC1CCCCN1S(=O)(=O)c1cc(C(=O)Nc2ccc(C)c(F)c2)ccc1F (stereo not drawn)
21	CC1(C(=O)O)CCC(C(=O)Nc2ccc3ccccc3c2)C1(C)C (stereo not drawn)
22	O=C(Nc1ccc(C(=O)NC2CCCCC2)cc1)c1cncc(Br)c1
23	Cc1noc(C)c1COc1cccc(C(=O)OCCOc2ccc(F)cc2)c1
24	CCCCCCCC(=O)NNC(=O)Cc1ccccc1
assay / compound,19,20,21,22,23,24
KAT2A inh,-24.7%,-9.0%,-11.3%,-8.9%,-8.9%,-7.1%
N370S GC mod,19.0%,x,-0.2%,1.6%,0.0%,-15.0%
FEN1 inh,x,-14.9%,-8.4%,1.6%,-6.6%,-2.8%

25	COc1cc(NC(=O)c2cc(S(=O)(=O)N3CCCCC3)c[nH]2)cc(OC)c1
26	CC1(c2ccccc2Br)NC(=O)N(CC(=O)NC2CCCCC2)C1=O (stereo not drawn)
27	CCn1c(=O)c([N+](=O)[O-])c(NCCc2ccccc2)c2ccccc21
28	CC(C)/C=N/Nc1nc(-c2ccc(Br)cc2)cs1
29	CCc1c(O)nc2ccccn2c1=O
30	COC(=O)c1sccc1N(C)S(C)(=O)=O
assay / compound,25,26,27,28,29,30
KAT2A inh,1.9%,-0.5%,2.3%,0.0%,-3.4%,4.0%
N370S GC mod,0.9%,x,26.2%,14.9%,0.1%,7.9%
FEN1 inh,20.4%,22.5%,-4.6%,9.0%,-9.9%,15.3%

31	Cc1ccc(-n2c(=O)c3cccnc3n2CC(=O)Nc2ccc(Br)cc2)cc1C
32	COc1cc(C(=S)N2CCN(c3ccccc3Cl)CC2)cc(O)c1O
33	COc1cc(/C=C/C(=O)OCC(=O)NCCN2C(=O)CSC2=O)ccc1OC(F)F
34	COC(=O)[C@@]1(Cc2ccc(F)cc2)[C@H]2c3cc(C(=O)N4CCCC4)n(CCc4ccc(O)c(O)c4)c3C[C@H]2CN1C(=O)c1ccccc1
35	CCc1ccc(NC(=O)c2ccc(NC(=O)C3CCCO3)cc2)cc1 (stereo not drawn)
36	C[C@H](CO)N1C[C@H](C)[C@@H](CN(C)C(=O)NC2CCCCC2)Oc2c(NC(=O)Cc3ccccc3)cccc2C1=O
assay / compound,31,32,33,34,35,36
KAT2A inh,-14.9%,-23.4%,-5.5%,-6.4%,-5.6%,-5.6%
N370S GC mod,x,22.9%,-6.3%,14.0%&-4.8%,0.4%,x
FEN1 inh,-21.8%,u,3.8%,x,2.2%,-2.7%

37	CC(=O)NC1C(=O)SC1(C)C (stereo not drawn)
38	COc1ccc(C(=O)NCc2ccc(S(N)(=O)=O)cc2)cc1[N+](=O)[O-]
39	O=C(N/C=N/OCc1ccc(Cl)cc1Cl)NOCc1c(Cl)cccc1Cl
40	O=C(c1ccc(Cl)cc1)c1cn[nH]c1-c1ccccc1O
41	CC(C)N(C(=O)CSc1nnc(Cn2nnc3ccccc32)n1C)C(C)C
42	O=C(NCCN1CCC(Cc2ccccc2)CC1)C1CCN(S(=O)(=O)N2CCC3(CC2)OCCO3)CC1
assay / compound,37,38,39,40,41,42
KAT2A inh,-7.0%,-5.7%,x,-3.3%,-8.5%,-9.0%
N370S GC mod,2.2%,-6.5%,8.6%,5.9%,-0.2%,-14.6%
FEN1 inh,x,-2.0%,4.1%,0.1%,-4.7%,0.0%

43	O=C(NCCC1=CCCCC1)C1CCN(S(=O)(=O)c2ccc(Br)s2)CC1
44	Cc1ccc(Nc2c(-c3ccsc3)nc3cccc(C)n23)cc1
45	O=C(NC(=S)NNC(=O)c1ccccc1O)c1ccc(F)cc1
46	COc1ccc(/C=N\Nc2ccccn2)c(OC)c1
47	C=CCn1c(C)nnc1SCC(=O)c1[nH]c(C)c(C(C)=O)c1C
48	C/C(=N\NC(=S)Nc1ccccc1C)c1ccc(O)cc1
assay / compound,43,44,45,46,47,48
KAT2A inh,-5.5%,-11.3%,-12.6%,-3.2%,-10.6%,-12.4%
N370S GC mod,-13.5%,x,1.7%,-5.2%,-1.4%,-0.9%
FEN1 inh,-4.2%,-8.2%&-19.4%,3.6%,1.3%,3.5%,-1.8%

49	COc1ccc(OC)c(S(=O)(=O)Nc2ccc3c(c2)N(C(C)=O)CCC3)c1
50	O=C(CCn1cnc2onc(-c3ccc(F)cc3)c2c1=O)Nc1cccc(C(F)(F)F)c1
51	CCOc1ccc(CCNC(=O)C2CCN(c3ncnc4c3nc3n4CCCCC3)CC2)cc1
52	COc1cccc(NC(=O)CSCc2n[nH]c(=O)[nH]2)c1
53	CS(=O)(=O)N1CCc2cc(-c3csc(NC(=O)Cc4cccs4)n3)ccc21
54	COc1ccc(C2C(C(N)=O)=C(C)Nc3nc(-c4ccccc4Cl)nn32)c(OC)c1 (stereo not drawn)
assay / compound,49,50,51,52,53,54
KAT2A inh,0.9%,-5.7%,-7.2%,-5.0%,-8.6%,-5.3%
N370S GC mod,-1.2%,x,x,5.2%,1.2%,8.0%
FEN1 inh,-1.5%,-19.4%,13.8%,3.5%,-2.0%,-13.2%

55	C/C(=N\NC(=O)c1cc(Br)ccc1O)c1cccc(NC(=O)c2ccccc2F)c1
56	CCCC(O)(CCC)C(=O)NNc1ccccc1
57	O=C(CN(C(=O)c1csnn1)c1cccc2c1CCCC2)NCc1ccccc1
58	NC(=O)CSc1nnc(-c2ccc(S(=O)(=O)N3CCOCC3)cc2)n1Cc1ccccc1
59	CCCN1CCN(C(=O)c2cccc3c2C(=O)N(CCOC)C3)CC1
60	Cc1ccc(C(C(=O)NC(C)(C)C)N(C(=O)c2csnn2)c2ccccc2F)o1 (stereo not drawn)
assay / compound,55,56,57,58,59,60
KAT2A inh,-17.6%,-7.2%,-13.4%,-6.8%,-15.0%,3.4%
N370S GC mod,-3.5%,-1.9%,-4.4%,-1.7%,-1.9%,8.0%
FEN1 inh,-9.5%,0.2%,-5.4%,-4.1%,-5.2%,-3.6%

6 records drawn at random from the list so far, as already listed:
18	COC(=O)Cn1c(-c2ccc(OC)cc2)c(-c2ccc(OC)cc2)nnc1=O
55	C/C(=N\NC(=O)c1cc(Br)ccc1O)c1cccc(NC(=O)c2ccccc2F)c1
47	C=CCn1c(C)nnc1SCC(=O)c1[nH]c(C)c(C(C)=O)c1C
9	O=C(NC1CCCCCCC1)C1c2ccccc2C(=O)N1Cc1ccco1 (stereo not drawn)
41	CC(C)N(C(=O)CSc1nnc(Cn2nnc3ccccc32)n1C)C(C)C
1	CC(C)CC1(C)NC(=O)N(CCN2C(=O)c3ccccc3C2=O)C1=O (stereo not drawn)
assay / compound,18,55,47,9,41,1
KAT2A inh,u,-17.6%,-10.6%,u,-8.5%,-4.0%
N370S GC mod,-13.1%,-3.5%,-1.4%,4.0%,-0.2%,-2.8%
FEN1 inh,5.7%,-9.5%,3.5%,4.7%,-4.7%,0.1%

Carrying on.
61	COc1cc(OC)cc(C(=O)NCC(=O)N2CCC(C)CC2)c1
62	COc1ccc(-n2cc(C(=O)O)c(=O)cc2C)cc1
63	O=C(c1ccc(OC2CCN(C/C=C/c3ccccc3)CC2)cc1)N1CCCC1
64	CCC1Oc2ccc(C)cc2N(CC(=O)NCc2ccco2)C1=O (stereo not drawn)
65	COc1ccc(S(=O)(=O)N2CCCCC2C(=O)O)cc1 (stereo not drawn)
66	Cc1cc(N2CCOCC2)nc(SCC(=O)c2ccccc2)n1
assay / compound,61,62,63,64,65,66
KAT2A inh,-4.2%,-0.9%,-9.6%,-6.7%,-1.4%,-1.8%
N370S GC mod,13.8%,-0.7%,-5.4%,-17.0%,3.0%,5.3%[2.35 µM]
FEN1 inh,7.7%,17.2%,3.7%,-19.1%,-1.7%,-0.2%

67	CC(=O)Nc1ccccc1C(=O)N1CCN(c2cccc(C)c2C)CC1
68	CCN1C(=O)[C@@H]2[C@@H](c3ccc(-c4ccc(C(C)=O)cc4)cc3)N3CCCC[C@@]3(C(=O)OC)[C@@H]2C1=O
69	CCOC(=O)CNC(=O)N1CCCC(C(=O)c2ccccc2SC)C1 (stereo not drawn)
70	COC(=O)c1cc(Br)cn1S(=O)(=O)c1ccccc1
71	NC(=O)NC(c1ccccc1)c1ccccc1
72	COc1cccc(NC(=O)COC(=O)c2cccnc2)c1
assay / compound,67,68,69,70,71,72
KAT2A inh,-10.3%,-8.4%,6.1%,-0.4%,-2.1%,-0.5%
N370S GC mod,7.9%,-24.5%,-3.9%,6.7%,23.5%,3.7%
FEN1 inh,15.3%,4.1%,7.9%,-16.6%,-3.8%,-11.8%

73	COc1ccc(-c2cc(C(F)(F)F)nc(N3CCN(Cc4ccccc4)CC3)n2)cc1OC
74	Cc1sc2ncn(CC(=O)NCc3ccccc3)c(=O)c2c1C
75	O=C(C1=C[C@@H](c2coc3ccccc3c2=O)C[C@@H](OCc2ccc(CO)cc2)O1)N1CCCCCCC1
76	COc1ccc(C(=O)CC2OC(=O)c3ccccc32)cc1OC (stereo not drawn)
77	CC(=O)N/C(=C\c1ccc(F)cc1)C(=O)OC(C)C
78	CCN(C(=O)C1CCN(c2nc(-c3ccc(OC)cc3)no2)CC1)c1ccc(OC)cc1
79	Cc1c(C(=O)Nc2ccc(S(=O)(=O)N(C)C3CCN(C)CC3)cc2)oc2ccccc12
80	Cc1ccccc1C(=O)NCCCc1ccccc1
assay / compound,73,74,75,76,77,78,79,80
KAT2A inh,u,-13.5%,-2.0%,-4.0%,37.4%[activator],0.7%,-3.9%,1.9%
N370S GC mod,-22.8%,-16.8%,19.9%,-9.4%,6.7%,1.4%,x,2.5%
FEN1 inh,-6.4%,-4.4%,-17.0%,-4.7%,23.3%,-18.0%,-2.8%,-2.5%

Compound activity as filed in PubChem.
